Screening data as filed in PubChem BioAssay.
Growth percent in the NCI-60 one-dose screen (48 h, 10 µM unless noted): 100 = growth as untreated, 0 = no growth, -100 = all killed.
SK-MEL-28 = SK-MEL-28 melanoma | actives 4.1% (n = 81,000) | AID 1794761
HOP-92 = HOP-92 NSCLC cells. actives 6.3% (n = 71,000)
EKVX = EKVX NSCLC | AID 1794765 | actives 3% (n = 71,000)
SK-MEL-2 = SK-MEL-2 melanoma. actives 4.7% (n = 77,000)
HOP-62 = HOP-62 NSCLC | actives 3.9% (n = 80,000) | AID 1794735
A549/ATCC = A549/ATCC NSCLC; actives 3.7% (n = 81,000); AID 1794740
M14 = M14 melanoma; actives 6.2% (n = 80,000)
SK-MEL-5 = SK-MEL-5 melanoma; actives 6.4% (n = 80,000); AID 1794755
* = called active by the depositor; x = no result given; & = joins results of further samples; [ ] = another dose, or the depositor's remark. The calls were made as follows: active = growth percent below 10; inactive = the rest.

SMILES	SK-MEL-28	HOP-92	EKVX	SK-MEL-2	HOP-62	A549/ATCC	M14	SK-MEL-5
O=C1c2cccc3cccc(c23)C(=O)N1N1C(=O)c2cccc3c(-c4ccc(Cl)cc4)ccc(c23)C1=O	113	106	100	117	105	113	97	101
CCOC(=O)c1cc2c(n1Cc1cc(OC)c(OC)c(OC)c1)-c1oncc1CCC2	41	129	x	54	40	27	18	8.9*
Cn1c(Cn2nc(-c3ccccc3)ccc2=O)n[nH]c1=S	115	109	99	99	101	99	99	99
C[Se]C(=O)CC1=C2C=C(F)C=CC2/C(=C\c2ccc(S(C)=O)cc2)C1C (stereo unspecified)	4.4*	-41*	-7.1*	17	-24*	-60*	7.4*	-88*
CSc1nc(Cl)c2cc(-c3ccc(Cl)cc3)[nH]c2n1	109	69	51	100	82	87	97	100
N=C(N)NCCC[C@@H]1NC(=O)c2ccc(nc2)-c2ccc(cn2)NC(=O)CCNC(=O)[C@H](CCCNC(=N)N)NC(=O)[C@H](CCCNC(=N)N)NC(=O)[C@H](CCCNC(=N)N)NC(=O)c2ccc(nc2)-c2ccc(cn2)NC(=O)CCNC(=O)[C@H](CCCNC(=N)N)NC(=O)[C@H](CCCNC(=N)N)NC1=O	99[5 µM]	78[5 µM]	97[5 µM]	100[5 µM]	69[5 µM]	100[5 µM]	80[5 µM]	97[5 µM]
c1nc(SC2CCCC2)c2[nH]cnc2n1	100	89	89	94	104	93	102	87
Nc1nccc2c1ccn2-c1cccc(NC(=O)Nc2ccc(Cl)c(Cl)c2)c1	89	73	71	58	96	57	72	69
CCN(CC1CCN(C(C)(C)Cc2cccc(F)c2)CC1)C(=O)c1cc2ccccc2[nH]1	97	51	78	93	63	68	80	34
Cn1cc(-c2cc3ncnc(Nc4ccc(CC(=O)Nc5nc(C(C)(C)C)cs5)cc4)c3s2)cn1	69	85	48	37	93	46	41	53
O=C1CCC(Nc2ccc3cccc(O)c3n2)N1 (stereo unspecified)	102	114	104	102	108	98	100	110
COc1cc(-c2nn(-c3ccc(F)c(Cl)c3)cc2CO)ccc1O	108	91	96	99	87	97	101	108
CCN(CC)c1ccc(C(NCC2CCCCO2)C(Cl)(Cl)Cl)cc1 (stereo unspecified)	99	74	x	134	111	90	102	102
O=C(NC(=S)N1CCN(c2ncnc3c2cnn3-c2ccccc2)CC1)c1ccc(F)cc1	86	68	86	92	71	76	87	56
O=C(CO)Nc1ccccc1	107	x	x	x	108	104	101	97
CCN(C(=O)Nc1cccc2ccccc12)c1ccccc1	112	96	96	108	94	99	106	95
Cc1cn2c(/C=C/C(=O)c3c(F)cccc3F)c(-c3ccc(Cl)cc3)nc2s1	94	57	92	88	90	82	92	89
C=CCn1c(SCC(=O)Nc2ccc(C(=O)/C=C/c3cccc([N+](=O)[O-])c3)cc2)nnc1-c1c[nH]c2ccccc12	95	101	89	94	106	94	x	60
COC(=O)C1=Nc2cc(OC)cc(OC)c2/C1=C\c1sc(N)nc1O	98	94	102	88	85	92	83	89
COc1cc(Cn2cc(CNC(=O)c3cccnc3Nc3ccc(F)cc3)nn2)cc(OC)c1	108	68	97	91	61	85	93	87
Brc1ccc(-c2cc(-c3ccccn3)[nH]n2)cc1	105	101	96	105	106	101	110	104
Clc1ccc(-c2nnc(-c3cccc4ccccc34)o2)cc1	107	x	34	96	x	x	103	94
CC(=O)CCc1ccccc1	100	69	94	103	90	103	93	104
Cc1cc2c(n1-c1ccccc1)CSc1cc(S(=O)(=O)c3ccccc3)c(=O)[nH]c1-2	113[100 µM]	94[100 µM]	77[100 µM]	139[100 µM]	103[100 µM]	118[100 µM]	104[100 µM]	98[100 µM]
Cc1oc(-c2ccccc2)nc1CN[C@@H]1C[C@@H]2C[C@H]([C@H]1C)C2(C)C	2.1*	-11*	42	86	75	51	-63*	-94*

Molecules from the list above that have an aryl thioether with sulfur outside any ring (3):
SMILES	SK-MEL-28	HOP-92	EKVX	SK-MEL-2	HOP-62	A549/ATCC	M14	SK-MEL-5
CSc1nc(Cl)c2cc(-c3ccc(Cl)cc3)[nH]c2n1	109	69	51	100	82	87	97	100
c1nc(SC2CCCC2)c2[nH]cnc2n1	100	89	89	94	104	93	102	87
C=CCn1c(SCC(=O)Nc2ccc(C(=O)/C=C/c3cccc([N+](=O)[O-])c3)cc2)nnc1-c1c[nH]c2ccccc12	95	101	89	94	106	94	x	60

Further structures:
SMILES	SK-MEL-28	HOP-92	EKVX	SK-MEL-2	HOP-62	A549/ATCC	M14	SK-MEL-5
O=c1oc2c(cnc3ccccc32)cc1-c1ccc(F)cc1	106	88	95	125	114	106	110	101
CO[C@H](C(=O)[C@@H](O)[C@@H](C)O)[C@@H]1Cc2cc3cc(O[C@H]4C[C@@H](O[C@H]5C[C@@H](O)[C@H](O)C(C)O5)[C@H](O)C(C)(O)O4)cc(O)c3c(O)c2C(=O)[C@H]1O[C@H]1C[C@@H](O[C@H]2C[C@@H](O[C@H]3C[C@@H](OC)[C@H](O)C(C)O3)[C@@H](O)C(C)O2)[C@H](O)C(C)O1 (stereo partly specified)	3.4*	25	35	-55*	1.6*	6.3*	34	-57*
COc1ccc(-c2nn(-c3ccc(NC(=O)c4cc(Cl)cc(Cl)c4)cc3)cc2-c2ccncc2)cc1Cl	75	85	75	50	60	53	43	55
N[C@H]1CN(C(=O)c2cc3cc(Cl)c(F)c(F)c3[nH]2)C[C@@H]1O	118	94	97	100	102	105	105	x
CC(=O)OCCc1ccccc1	111	86	96	100	78	107	79	105
CCC(=O)OC1CCC2C3CCC(=O)OC3C(C)(CCC(=O)O)CC12C (stereo unspecified)	60	-1.1*	8.8*	13	39	x	26	-83*
COc1cc(/C=C/C(=O)c2ccc(NC(=O)N3CCN(c4cc5c(cc4F)c(=O)c(C(=O)O)cn5C4CC4)CC3)cc2)cc(OC)c1OC	78	117	86	99	107	99	77	89
COc1cc(CNC(=O)CCCC(C)=CCC/C=C/CCC=C(C)CC/C=C(\C)CCC=C(C)C)ccc1O	97	97	90	101	103	88	102	95
COc1ccc([N+](=O)[O-])c(C=O)c1	110	x	109	98	125	98	99	113
NC(=O)c1ncn(C2OC(COP(=O)(O)O)C(O)C2O)c1N (stereo unspecified)	126	162	102	114	108	122	108	106
CN1CCN(C(=O)Oc2cc3c(c4ccccc24)[C@H](CCl)CN3C(=O)c2cc3cc(OCCCN4CCC4)ccc3[nH]2)[C@H]2CSSC[C@H]21	-51*	-19*	-38*	-93*	-38*	4.0*	-75*	-21*
COc1ccc(C2CC(c3cc(OC)c(OC)c(OC)c3)=NN2C(C)=O)cc1OCC(=O)Nc1nc2ccccc2s1 (stereo unspecified)	108	96	91	99	111	94	87	x
O=C(Nc1ccc(NC(=O)c2ccncc2)cc1)c1ccncc1	102	69	110	107	93	100	104	112
O=S(=O)(OCCOS(=O)(=O)c1ccc(Cl)cc1)c1ccc(Cl)cc1	87	84	107	100	89	96	89	93
O=C(c1ccccc1)c1ccc2c(c1)CCCC2	117	104	92	111	99	102	100	103
Cc1cc(C(C)(C)C)cc(C)c1Br	109	75	100	105	100	109	99	111
CCOC(=O)c1cnn(CC(O)CC)c1NC(=O)NCc1ccccc1F (stereo unspecified)	109	77	103	78	111	81	98	102
N#CC(=O)Nc1ccc(Cl)c(Cl)c1	93	94	75	75	84	53	79	86
Nc1ccc(S(=O)(=O)N(CCO)CCO)cc1[N+](=O)[O-]	108	76	106	110	x	106	101	106
Cc1nn(-c2ccccc2)c(Oc2ccc(Br)cc2)c1/C=N\N=c1/sc2ccccc2n1C	104	68	91	74	95	87	85	91
CCc1c(C(=O)N(CC)Cc2ccccc2)[nH]c(C)c1C(C)=O	113	94	103	108	104	97	105	99
O=C(O)CCC(C(=O)O)N1C(=O)/C(=C/C(Cl)=C/c2ccccc2)SC1=S (stereo unspecified)	102	51	91	111	96	103	92	99
COC1OC(CO)C(N(C)C(C)=O)C1O (stereo unspecified)	95	90	89	110	x	107	95	94
Cc1csc(/N=C(N)/N=C(\N)c2cnccn2)n1	107	86	104	99	117	99	105	100
NC(=O)Nc1ccc2c(c1)Cc1cc(F)ccc1-2	109	89	x	114	76	95	105	97

Next section
SMILES	SK-MEL-28	HOP-92	EKVX	SK-MEL-2	HOP-62	A549/ATCC	M14	SK-MEL-5
Cn1cc(-c2cc(N)n3nc(-c4cn(C)c5ncccc45)cc3n2)c2cccnc21	106	x	95	96	86	52	93	68
O=C1CCC(NNC(=O)c2ccc([N+](=O)[O-])cc2)N1 (stereo unspecified)	107	92	100	104	106	103	104	103
C1CCC(OCCOC2CCCCO2)OC1 (stereo unspecified)	111	78	103	94	110	84	102	101
Nc1ncnc2c1ncn2C1OC(COP(O)(=S)OC2C(CO)OC(n3ccc(=O)[nH]c3=O)C2F)C(O)C1F (stereo unspecified)	113	111	104	85	96	85	92	107
O=c1ccc([N+](=O)[O-])c[nH]1	116&106	103&96	107&106	108&112	100	103&110	101&97	99&102
O=C(N/N=C/c1ccc(N2CCOCC2)cc1)c1cnc2n(c1=O)CCCCC2	109	106	98	104	105	101	110	100
CC(=O)Nc1cc(Cl)c(Nc2cc(S(=O)(=O)O)c(N)c3c2C(=O)c2ccccc2C3=O)c(Cl)c1	122	x	x	114	104	101	107	98
Cc1nonc1C(=O)N1CCC[C@H](C(=O)c2ccc3c4c(cccc24)CC3)C1	109	x	92	111	101	92	98	95
COc1ccc(/C=C2\N=C3N(N=C(c4ccccn4)N3c3ccccc3)C2=O)cc1	112	90	90	113	97	99	104	100
O=S(=O)(NCCNc1nccc(-c2c(-c3ccc(F)cc3)nc3sccn23)n1)c1ccc(F)cc1	88	83	x	76	84	49	74	71
N#C/C(=C\c1ccc(Cl)cc1)C(N)=O	106	117	99	104	101	107	104	101
COc1ccc(C2CC(c3ccc(OC)c(OC)c3)=NN2C=O)cc1 (stereo unspecified)	132	108	112	121	89	96	111	92
O=C(O)CCC(CC(=O)O)C(=O)O (stereo unspecified)	114	x	112	106	100	106	104	126
COc1ccc(C(C)C=O)cc1 (stereo unspecified)	116	x	126	x	107	105	109	123
CC(=O)n1nc(C(=O)OC(C)(C)c2ccccc2)c2ccccc21	90	94	100	105	97	92	96	97
COCCCN1CCN(c2ncc([N+](=O)[O-])c(N3CCN(CCCOC)CC3)n2)CC1	107	99	96	116	106	100	112	100
COc1cc(-c2cn(-c3ccc(Cl)cc3)c(=O)n2-c2ccccc2)cc(OC)c1OC	84	69	77	83	62	85	69	72
O=C(Cc1ccccc1)C(c1ccccc1)C(c1ccccc1)c1ccccc1 (stereo unspecified)	102	61	87	93	101	92	92	89
COc1cc(C2CC(c3ccc(Nc4ccnc5cc(Cl)ccc45)cc3)=NN2c2ccc(Cl)cc2)cc(OC)c1OC (stereo unspecified)	67	x	x	55	47	45	38	47
CN(C)CCC1(c2ccccc2)C=Cc2ccccc21 (stereo unspecified)	115	78	94	96	90	103	103	97
CC1=C(C(=O)OC(C)C)C(c2ccc3c(c2)OCO3)NC(=O)N1 (stereo unspecified)	108	111	96	108	117	106	104	98
Clc1ccc(C2=C3CCCCC3=NC3=CC=CCN32)cc1	104	87	105	91	80	95	97	100
OCCN1CCN(CCCN2c3ccccc3CCc3ccccc32)CC1	102	x	90	108	95	92	97	x
Nc1ccc(-c2ccc(N)c(Br)c2)cc1Br	58	42	59	44	55	42	27	46
CCOC(=O)c1ccccc1-c1c2ccc(=[N+](C)C)cc-2oc2cc(N(C)C)ccc12	32	-19*	34	4.8*	6.8*	12	13	-68*

The final three entries of the section above open the next one:
SMILES	SK-MEL-28	HOP-92	EKVX	SK-MEL-2	HOP-62	A549/ATCC	M14	SK-MEL-5
OCCN1CCN(CCCN2c3ccccc3CCc3ccccc32)CC1	102	x	90	108	95	92	97	x
Nc1ccc(-c2ccc(N)c(Br)c2)cc1Br	58	42	59	44	55	42	27	46
CCOC(=O)c1ccccc1-c1c2ccc(=[N+](C)C)cc-2oc2cc(N(C)C)ccc12	32	-19*	34	4.8*	6.8*	12	13	-68*
O=C(O)/C=C/C(=O)Nc1cc(Cl)ccc1Cl	90	85	x	88	93	100	101	101
Cc1cccc(Nc2ncnc3oc(C)c(C(=O)NCCO)c23)c1	102	94	92	113	98	89	103	95
CNC(=O)c1cc(-c2ccc(NC(=O)Nc3ccc(OC)cc3)cc2)nc2cccnc12	105	97	104	104	98	103	113	102
CC(=O)N1N=C(c2ccccc2)CC1c1cn(Cc2ccc(Cl)cc2)c2ccccc12 (stereo unspecified)	95	73	74	97	92	74	87	96
CC(=O)OC(C)C(=O)OC(C)C(=O)OCCOCCCl (stereo unspecified)	111	101	93	117	101	107	108	99
OC1COC(c2ccccc2)OC1C1OC(c2ccccc2)OCC1O (stereo unspecified)	120	71	109	91	110	102	91	100
CCN(CC)CCOC(=O)C(Cc1cccc2ccccc12)CC1CCCO1 (stereo unspecified)	118&123	81	94&96	104&94	111&98	103&113	98&107	100
Cc1ccc(S(=O)c2ccc(C)cc2)cc1	105	93	100	113	105	95	96	109
OCCn1cccn1	117	101	105	118	104	111	112	99
Nc1ccccc1C1=NC(c2ccccc2)(c2ccccc2)c2ccccc2N1	105	x	91	104	103	84	95	99
CCOC(=O)c1c(C)nn(CC(O)c2ccccc2)c1NC(=O)Nc1cccc(C(F)(F)F)c1 (stereo unspecified)	82	62	74	78	82	66	80	77

One compound at a time (already shown). Values in the order: SK-MEL-28, HOP-92, EKVX, SK-MEL-2, HOP-62, A549/ATCC, M14, SK-MEL-5
`O=C(O)/C=C/C(=O)Nc1cc(Cl)ccc1Cl` in the list: 90, 85, x, 88, 93, 100, 101, 101
`OCCn1cccn1` in the list: 117, 101, 105, 118, 104, 111, 112, 99
